Screening data deposited in PubChem BioAssay by National Center for Advancing Translational Sciences (NCATS).
Chronic BCR inh: chronic active BCR signaling inhibition | AID 493014 | Potency, µM (highest dose often 46.1 µM), for the others: top-dose ratio change, negative = lower green/red ratio, usual class: inhibitors | 0.05% of 340,000 active | ABC-DLBCL IkBa-CBG/CBR reporter, luminescence ratio, 4 h; active = well fitted inhibition curve with a large enough effect in the signal ratio, with a control signal flat, not every such curve was filed as active; inconclusive = small, poorly fitted or top-dose-only effect, or effect the other way, or a change in a side signal; the % refers to the signal ratio;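 also: potency is read from the fitted curve at half-maximal effect; plate controls were basal doxycycline-induced cells for no effect and cells given 10 µM MG132 for full effect; MG132 reads +100%, hits lower the ratio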
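Compounds up to 46 uM were incubated four hours with TMD8 cells whose green CBG68 luciferase is fused to IkappaBalpha; red CBR luminescence normalised the signal, and concentration-effect curves were fitted to fusion, red and ratio data.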
Giardia killer: Giardia lamblia killing. Giardia lamblia trophozoite viability. activity change, % at 7.66 µM, hits read low. 0.15% of 340,000 active. AID 540267; in the data active = activity change below about -80%; inconclusive = between about -30% and that limit;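 also: parasites exposed to compound for two days anaerobically before the ATP read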
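Luminescence from cellular ATP indicates surviving trophozoites (100 cells/well) following 48 hrs anaerobic compound treatment at 37 deg C; signal develops 15-30 min at room temperature.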
KCNH2 3.1 block: blocks the human KCNH2 3.1 channel isoform; U2OS KCNH2 3.1, thallium flux FluxOr; stronger effect = lower value; activity change, % (tested at about 1.8 µM); 0.95% of 340,000 active;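 active = maximum activity change below -70%; inconclusive = maximum activity change from -70% to -50%; inactive = maximum activity change above -50%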;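 also: thallium influx rate constant from kinetic fluorescence after stimulation buffer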
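Steps: virus added to U2OS suspension (4 h, RT, dark); medium with 10% FBS added, cells plated, 37 C overnight; FluxOr/Red40 loading buffer 45 min RT; stimulation buffer, 2 min kinetic read; rate constant normalized.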
Eya2 phos inh: inhibitors of human Eya2 phosphatase activity; 0.006% of 330,000 active; Potency, µM (titrated, usually from 76.9 µM), inactives show at the top dose activity, negative = inhibition, most hits filed as inhibitors; AID 488837; O00167; recombinant Eya2, OMFP fluorescence dephosphorylation (OMFP is methylfluorescein phosphate); also: potency is read from the fitted curve at half-maximal effect
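Eya2 (0.2 uM) preincubated 10 min at ambient with compound, then OMFP substrate added at 50 uM; 10 min reaction in 50 mM HEPES pH 7.5, 50 mM NaCl, 5 uM MgCl2, 0.05% BSA, 1 mM DTT. Fluorescence read at Ex 485/Em 525 nm.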
B2AR arrestin: agonists driving beta-arrestin recruitment to human beta2-adrenergic receptor. beta-arrestin recruitment to beta2AR, cell-based reporter. Potency, µM (top dose mostly 46.1 µM), for inactives: top-dose activation, usual class: activators. 0.02% of 330,000 active;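 also: potency is read from the fitted curve at half-maximal effect; 0% = DMSO controls and full agonism = EC100 isoproterenol or metaproterenol; nearly all actives have a fitted effect of over 65% in size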
uPA generation: cell surface uPA generation inhibition. cell surface uPA generation assay, qHTS. Potency, µM (doses to about 38.3 µM), inactives show at the highest dose activity change, negative = inhibition, actives largely listed as inhibitors. 0.31% of 330,000 active; active = well fitted inhibition curve with a large enough effect; inconclusive = small, poorly fitted or top-dose-only effect; inactive = no such curve, though single readings can be large or run the other way; tested in mouse RAW 264.7 cells; also: potency is read from the fitted curve at half-maximal effect; nearly all actives have a fitted effect of over 55% in size
PKM2 act: PKM2 (human) enzyme activation. 0.34% of 260,000 active. AID 1631. Potency, µM (doses to about 57.5 µM), for the others: at the top dose activation, usual class: activators. purified PKM2, Kinase-Glo ATP luminescence, activation; response scale: 0% is enzyme alone, no compound. P14618; also: potency is read from the fitted curve at half-maximal effect; nearly all actives have a fitted effect of over 55% in size
Target sequence (P14618 whole entry, looked up): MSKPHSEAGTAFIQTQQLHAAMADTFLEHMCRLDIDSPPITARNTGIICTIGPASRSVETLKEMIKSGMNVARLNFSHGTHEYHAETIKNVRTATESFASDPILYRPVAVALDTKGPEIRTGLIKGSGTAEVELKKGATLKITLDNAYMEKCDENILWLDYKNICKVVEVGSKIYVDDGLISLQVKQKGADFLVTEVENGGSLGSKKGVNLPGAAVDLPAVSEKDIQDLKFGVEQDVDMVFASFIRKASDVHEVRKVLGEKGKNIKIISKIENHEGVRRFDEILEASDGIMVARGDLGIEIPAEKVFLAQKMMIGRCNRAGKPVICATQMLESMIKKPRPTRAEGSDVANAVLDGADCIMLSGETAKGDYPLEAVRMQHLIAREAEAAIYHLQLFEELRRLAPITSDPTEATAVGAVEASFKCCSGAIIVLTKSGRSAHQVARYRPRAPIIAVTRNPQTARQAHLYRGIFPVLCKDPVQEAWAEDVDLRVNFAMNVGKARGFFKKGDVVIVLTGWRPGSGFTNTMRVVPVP
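hPK-M2, >95% pure; 0.1 mM ADP / 0.5 mM PEP final; imidazole pH7.2 buffer w/ 7 mM MgCl2, 50 mM KCl; 1 h RT; Kinase-Glo lum. Intermediate enzyme activity for dual inhibitor/activator qHTS.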
GALK inh: galactokinase (human) inhibition | P51570 | Purified GALK, Kinase-Glo residual ATP luminescence | Potency, µM (series often up to 57.5 µM), for the others: top-dose activity change, negative = inhibition, actives largely listed as inhibitors | 0.007% of 270,000 active | AID 1868; also: potency is read from the fitted curve at half-maximal effect
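5 nM enzyme, 35 uM ATP, 100 uM galactose, 20 mM HEPES pH8.0, 5 mM MgCl2; 1 h RT; residual ATP by Kinase-Glo Plus luminescence, qHTS format.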
FBPA coupling cs: counter-screen for Giardia aldolase inhibitors: coupling enzyme system | coupling enzyme system counterscreen, AmpLite Red fluorescence | activity change, negative = inhibition, % at 58.2 µM, hits read low | 0.67% of 290,000 active | AID 2472; in the data active = activity change below about -30%
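Coupling enzymes only (glyceraldehyde-3-phosphate) + compound, at 57.5 uM final, 10 min RT; add substrate/coupling/AmpLite Red mix, 20 min RT; fluorescence ex 525/em 598 nm. Actives flag coupling-system interference.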
KCNH2 WT inh: blocks the wildtype human KCNH2 potassium channel | AID 720551 | Q12809 | activity change, % at 1.84 µM | U2OS, BacMam KCNH2, thallium flux FluxOr; stronger effect = lower value | 0.37% of 340,000 active;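 active = maximum activity change below -70%; inconclusive = maximum activity change between -70% and -50%; inactive = maximum activity change above -50%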
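U2OS cells were transduced with wild-type KCNH2 virus (2.03 x 10^8 / mL) for 4 h at room temperature, then cultured overnight at 37 C. Thallium flux was read with FluxOr dye. Rate constants were normalized to DMSO controls.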
USP2a inh: blocks human ubiquitin-specific protease USP2a | O75604 | USP2 core, Ub-CHOP2 coupled fluorogenic reporter, 485/531 | Potency, µM (series often up to 38.3 µM), for the others: at the highest dose activity change, negative = inhibition, usual class: inhibitors | 0.01% of 330,000 active | AID 463254;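 also: potency is read from the fitted curve at half-maximal effect; plate controls were DMSO wells for no effect and full inhibition by NEM control for full effect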
Target sequence (O75604 whole entry, looked up): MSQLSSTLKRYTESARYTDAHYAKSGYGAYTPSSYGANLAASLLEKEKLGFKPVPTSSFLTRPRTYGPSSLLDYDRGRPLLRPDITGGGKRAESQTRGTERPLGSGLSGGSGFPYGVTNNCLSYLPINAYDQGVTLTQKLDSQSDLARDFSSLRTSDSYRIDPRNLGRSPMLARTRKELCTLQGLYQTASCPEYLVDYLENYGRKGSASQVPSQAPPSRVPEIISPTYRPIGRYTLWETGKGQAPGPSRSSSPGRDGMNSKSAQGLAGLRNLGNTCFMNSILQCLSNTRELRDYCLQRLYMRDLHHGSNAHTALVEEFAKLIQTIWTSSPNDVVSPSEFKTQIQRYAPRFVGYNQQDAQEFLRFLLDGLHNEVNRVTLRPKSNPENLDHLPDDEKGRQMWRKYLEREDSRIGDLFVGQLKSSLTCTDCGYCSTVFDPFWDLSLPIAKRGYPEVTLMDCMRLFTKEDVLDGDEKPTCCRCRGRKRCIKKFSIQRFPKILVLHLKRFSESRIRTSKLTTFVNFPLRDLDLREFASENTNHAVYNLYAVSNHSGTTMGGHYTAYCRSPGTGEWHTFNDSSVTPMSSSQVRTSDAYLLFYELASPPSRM
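Cell-free coupled assay: 10nM USP2 core preincubated 30min RT with compound in Tris-HCl pH 8.0/CaCl2/CHAPS buffer, then 25nM Ub-CHOP2 and 25nM reporter substrate; fluorescence (Ex 485/Em 531) read after 60min RT, normalized to NEM inhibition, concentration-response curves fitted.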
* = called active by the depositor; ? = inconclusive; . = not tested or not shown; [ ] = dose if it differs, or a comment. Unless noted, calls follow the shape of the dose curve; as a rule, active = well fitted curve in the direction sought with a large enough effect; inconclusive = small, poorly fitted or top-dose-only effect, or another doubt; inactive = no such curve, though single readings can be large; an effect the other way counts as inactive or inconclusive. Unless noted, % is scaled to controls: 0 for no effect and ±100 for the full control effect.

SMILES | Chronic BCR inh | Giardia killer | KCNH2 3.1 block | Eya2 phos inh | B2AR arrestin | uPA generation | PKM2 act | GALK inh | FBPA coupling cs | KCNH2 WT inh | USP2a inh
CCC1SC(=Nc2cccc(C)c2)NC1=O (stereo unspecified) | ? | -3.1 | -2.3 | 5.4% | -0.1% | 0.8% | 2.1% | 0.0% | -1.6 | -3.2 | -1.0%
CC(=O)c1ccc(NC(=S)N2CCCC(C(F)(F)F)C2)cc1 (stereo unspecified) | -5.6% | 1.5 | -5.8 | -3.0% | 0.0% | 5.0% | -5.1% | 5.6% | 4.0 | -26.6 | 1.1%
CCC1(C)CC2(CCCN(CCC(=O)c3ccccc3)C2)CCO1 (stereo unspecified) | -0.1% | 0.2 | 7.0 | -12.7% | 0.1% | 0.9% | . | 9.0% | 2.2 | . | -5.5%
CCOc1ncccc1C(=O)Nc1cc(S(=O)(=O)N2CCOCC2)ccc1N1CCCC1 | -10.6% | 8.9 | -15.5 | 0.2% | 0.2% | -2.4% | -3.1% | 8.1% | -2.2 | -3.5 | 0.3%
O=C(c1cc2cc(Cl)ccc2[nH]1)N1CCc2ccccc2C1 | ? | 8.8 | -2.1 | 6.5% | -1.0% | ? | -9.2% | -1.8% | 2.3 | -21.8 | 0.3%
CC(=O)Nc1ccnc(-c2cccnc2)n1 | -2.1% | 2.2 | 3.7 | -13.3% | -0.1% | . | -2.3% | 0.0% | 0.2 | -14.8 | 1.5%
COC(=O)C1Cc2c([nH]c3ccccc23)C(C(C)C)N1 (stereo unspecified) | -23.2% | -9.6 | -3.2 | ? | -0.1% | -14.5% | . | 0.8% | -2.3 | -6.3 | 1.9%
Cc1ccc(C)c(OCCC(=O)N(C)CC(=O)Nc2c(C)cccc2C)c1 | -0.5% | -15.8 | -10.6 | 4.2% | 0.4% | 8.0% | . | . | . | 5.9 | 1.7%
CC(=O)c1ccc(N2CCN(CC(=O)Nc3ccc4c(c3)OCCO4)CC2)cc1 | -2.6% | 13.3 | -45.2 | 10.4% | 0.4% | 9.4% | 1.0% | -6.7% | . | -12.3 | 0.2%
COc1ccccc1NS(=O)(=O)c1cccc(C(=O)NCC(c2cccs2)N2CCOCC2)c1 (stereo unspecified) | -0.6% | 3.0 | 5.3 | 3.0% | -0.3% | 0.1% | . | . | . | 5.3 | 2.5%
N#CC1=C(N)Nc2nc3ccccc3n2C1c1ccc(Cl)cc1 (stereo unspecified) | ? | 8.3 | -9.1 | -0.4% | -1.1% | 1.6% | 0.8% | 0.0% | -0.3 | 19.4 | 2.3%
O=C(NNC(=S)NC1CCCCC1)c1ccccc1O | ? | -16.7 | -6.4 | 6.8% | -0.9% | -3.3% | 1.3% | 5.4% | -0.9 | 6.9 | -2.4%
CCN1C(=O)[C@@H]2[C@@H](c3ccc(-c4ccc(C(C)=O)cc4)c(OC)c3)N3CCCC[C@@]3(C(=O)OC)[C@@H]2C1=O | -0.4% | 10.4 | -12.1 | 1.6% | 0.1% | 14.1% | . | . | . | -0.2 | -1.0%
CN(CCO)c1nc2c(c(=O)n(Cc3ccc(Cl)cc3)c(=O)n2C)n1C | -8.5% | -7.3 | 7.1 | -5.4% | 4.6% | 0.7% | . | . | 4.2 | -1.0 | -0.1%
CN(C)CCNC(=S)Nc1cccc(Cl)c1 | -0.2% | 15.8 | -12.4 | -4.6% | -0.2% | -4.4% | -4.8% | -0.5% | . | -1.1 | -1.1%
Cc1cc(C(=O)N(C)CC(=O)Nc2ccccc2C(F)(F)F)c(C)o1 | -1.9% | -9.0 | 4.4 | 17.5% | -0.2% | . | 25.1% | 3.4% | 0.5 | -11.4 | 4.3%
Cc1ccc(-n2nc3c(=O)n(CCCC(=O)NCc4cccc(F)c4)nc(C)c3c2C)cc1 | -0.1% | 17.0 | 6.6 | 1.4% | 0.2% | ? | . | -2.0% | 8.2 | 4.8 | 1.7%
S=C(NC12CC3CC(CC(C3)C1)C2)N1CCOCC1 | -3.2% | 1.2 | -16.1 | 5.2% | 0.2% | ? | -11.8% | 6.3% | 5.7 | -8.6 | 2.4%
O=C(O)c1cccc(Nc2nc(-c3cccnc3)nc3ccccc23)c1 | -1.3% | -14.7 | 4.9 | 8.3% | 0.0% | 4.7% | -3.6% | -2.9% | 8.5 | 9.0 | 1.2%
CC(=O)/C(=N/Nc1cccc(Cl)c1)Sc1nnc(C(O)c2ccccc2)n1-c1ccccc1 (stereo unspecified) | -9.5% | -8.7 | -8.8 | -2.0% | -0.7% | 3.0% | 5.2% | 1.5% | 0.8 | -7.2 | 0.2%
CCCCCC(N)=O | ? | -23.5 | 2.8 | -11.2% | 0.2% | -3.7% | . | . | . | 5.9 | 0.9%
Cc1ccc(S(=O)(=O)N(CC(=O)NCc2ccccc2)C(=O)N2CCN(C)CC2)cc1 | -0.3% | 1.5 | 2.1 | -10.0% | -0.8% | 3.7% | . | . | . | 2.5 | 1.6%
CCCCn1nc(C(=O)Nc2ccc3c(c2)OCO3)c2ccccc2c1=O | -0.4% | -0.5 | -10.2 | -20.3% | -0.1% | 9.6% | . | . | . | 31.5 | -8.2%
C=CC[C@H](CC(=O)N[C@H](CO)Cc1ccccc1)C(=O)N[C@H](COC(=O)[C@H](CC=C)CC(=O)OC(C)(C)C)Cc1c[nH]c2ccccc12 | 8.4% | -12.8 | -2.0 | 11.3% | -0.6% | 5.7% | . | . | . | 7.4 | 0.9%
Cc1[nH]n(-c2ccccc2)c(=O)c1/C=N/N1CCOCC1 | ? | 2.1 | -4.3 | 4.9% | -0.2% | -5.5% | -4.3% | 0.2% | -3.7 | 4.2 | 10.1%
CCOC(=O)c1c(NC(=O)CSc2nnc(-c3ccco3)o2)sc(C(C)=O)c1C | . | 16.8 | 5.1 | . | . | -12.3% | 0.7% | -2.2% | 0.6 | -24.3 | .
Cc1cc(C(=O)COC(=O)C2=COCCO2)c(C)n1-c1ccccc1 | -7.6% | ? | 14.7 | -17.5% | -0.6% | -11.7% | . | . | . | 9.0 | -1.1%
CCOc1cc(-c2nn3cnnc3s2)cc(OCC)c1OCC | 2.4% | -0.7 | -15.6 | -17.3% | -0.3% | -1.2% | -0.8% | -0.3% | 1.6 | 27.3 | 1.4%
Cc1ccc(-c2cc(-c3ccccc3Cl)c(C#N)c(N)n2)o1 | 13.6% | -7.1 | 6.9 | 5.4% | 0.1% | -1.0% | ? | -2.0% | -2.5 | -9.6 | -1.5%
Cc1ccc(CN2C(=O)c3ccccc3NC23CCN(Cc2ccccc2)CC3)cc1 | -20.1% | 4.4 | -26.2 | 0.0% | -0.2% | . | 3.9% | 4.0% | -0.1 | 33.7 | 0.9%
COc1ccc(NC(=O)CN2C(=O)CC(C)S(=O)(=O)c3ccccc32)cc1 (stereo unspecified) | 0.5% | 15.3 | 29.3 | -2.3% | -0.6% | 6.9% | . | 1.8% | 0.0 | -8.4 | 0.1%
CCNC(=O)N(C)C[C@H]1N[C@@](CC)(C(=O)OC)[C@H]2C(=O)N(Cc3ccccc3)C(=O)[C@@H]12 | -0.6% | 28.0 | 7.7 | 3.2% | -0.7% | 5.2% | . | . | . | -5.5 | 0.5%
COc1cc(/C=C2\SC(=S)N(CC(=O)Nc3ccccn3)C2=O)cc(OC)c1OC | 0.4% | 7.9 | -6.3 | 9.0% | -0.1% | -1.0% | 8.8% | 0.1% | -3.3 | -1.5 | -0.4%
O=C(O)c1ccccc1NS(=O)(=O)c1ccc(NNC(=S)Nc2ccc(OC(F)F)cc2)c([N+](=O)[O-])c1 | 10.4% | -2.6 | -22.8 | 10.5% | 0.2% | 2.1% | -29.9% | 0.4% | 14.4 | 5.3 | -2.2%
O=C(Nc1nccs1)c1cccnc1Cl | 2.7% | 38.3[activator] | 22.6 | 1.7% | 0.4% | -11.6% | . | -1.2% | 5.3 | 7.1 | -9.1%
CCN(CC)CCOc1cc2c(nn1)Oc1ccccc1N2C | ? | 8.5 | 15.6 | 13.1% | 0.1% | -4.9% | -0.3% | 5.3% | 1.9 | 3.8 | 1.1%
COC(=O)C1=CN(Cc2ccc(OC)cc2)C=C(C(=O)OC)C1c1ccsc1 | ? | 0.6 | -7.8 | 3.3% | 0.7% | 7.1% | -5.3% | 2.7% | 0.2 | -1.8 | 0.1%
CCOc1cc(-c2nnc(-c3ccco3)o2)cc(OCC)c1OCC | 9.3% | 14.2 | 5.1 | -10.7% | -0.2% | . | 1.8% | -2.0% | -0.4 | 3.6 | -0.1%
CCCCC(OC(=O)CN1C(=O)COc2ccccc21)C(=O)NC1CCCCC1 (stereo unspecified) | ? | -15.6 | 10.4 | -21.1% | -0.3% | 1.4% | . | -0.6% | 0.0 | 2.5 | 4.2%
Cc1ccc(-c2nc(CS(=O)CC(=O)NCCCN3CC(C)CC(C)C3)c(C)o2)cc1 (stereo unspecified) | 9.5% | 1.9 | 9.1 | -4.8% | -0.1% | ? | -1.1% | 1.9% | 0.0 | 2.7 | -1.1%
